IL-1B inflam inh = inhibitors of inflammasome signaling (IL-1 beta secretion). THP-1 LPS/ATP IL-1B secretion, AlphaLISA, 16 h; active compounds read low. activity change, % at 57.5 µM. actives 4.7% (n = 360,000). AID 743279; in the data active = activity change below about -50%; inconclusive = mostly about -30% to -49%; also: % is scaled to controls: 0 for no effect and ±100 for the full control effect
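THP-1 cells pretreated 1 hr with compounds (up to 57.5 uM final), then stimulated with LPS (250 ng/mL final) plus ATP (1.25 mM final); secreted IL-1B measured by AlphaLISA after 16 hr, decreased signal indicating inhibition.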
SW480 rerep = DNA re-replication induction in SW480 cells; Potency, µM (top dose mostly 46.1 µM), without a hit: at the top dose re-replication activation, usual class: activators; SW480 DNA re-replication, Hoechst DNA content imaging, 48 h; actives 1.8% (n = 340,000); also: potency is read from the fitted curve at half-maximal effect; % of control where 0% means no effect; nearly all actives have a fitted effect of over 55% in size
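Image-based read-out: total Hoechst fluorescence of nuclei (405 nm excitation, 500-530 nm emission), with hits raising the fraction of high-intensity nuclei. SW480 colon cells incubated 48 hr with compounds at 37 C.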
HT1080 IDH1KD tx = HT-1080 IDH1 knockdown cell toxicity (counter line); HT-1080 IDH1 knockdown viability, ATP luminescence, 48 h; Potency, µM (highest dose often 46.1 µM), for the others: top-dose activity, negative = toxicity, actives largely listed as cytotoxic; actives 2% (n = 360,000); AID 686971;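 also: potency is read from the fitted curve at half-maximal effect; 0% = DMSO wells and -100% = cell-free medium wells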
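Using the IDH1-knockdown HT-1080 line run in the same batch and compound series as the NT line, viability after 48 h at 37 °C was determined by CellTiter-Glo luminescence and expressed as % activity.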
ATXN2 expr inh = inhibitors of ATXN2 expression. HEK-293 ATXN2-luciferase reporter, luminescence, 24 h. Potency, µM (highest dose often 57 µM), inactives show top-dose activity change, negative = inhibition, actives largely listed as inhibitors. actives 0.72% (n = 360,000). AID 1745845; also: potency is read from the fitted curve at half-maximal effect; % is scaled to controls: 0 for no effect and ±100 for the full control effect; nearly all actives have a fitted effect of over 55% in size
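ATXN2-luciferase reporter cells (luciferase flanked by upstream and downstream ATXN2 gene portions) were treated 24 h at 37 °C with compounds at up to 57 uM. SteadyGlo luminescence gave expression; GF-AFC fluorescence gave viability.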
MCF10A rerep = DNA re-replication induction in MCF 10a cells; MCF 10A DNA re-replication, Hoechst nuclear intensity, 48 h; Potency, µM (doses to about 46.1 µM), for the others: at the highest dose activity, positive = re-replication, usual class: activators; actives 2.9% (n = 350,000); AID 624296; also: potency is read from the fitted curve at half-maximal effect; % of control where 0% means no effect; nearly all actives have a fitted effect of over 50% in size
ATXN viability = reduces viability in counter-screen for ATXN expression inhibitors. S2 cells (HEK-293 line with an ATXN2-luciferase reporter) viability, CellTiter-Fluor protease fluorescence, 24 h. Potency, µM (titrated, usually from 56.7 µM), usual class: cytotoxic. actives 0.49% (n = 400,000). AID 651635; also: potency is read from the fitted curve at half-maximal effect; nearly all actives have a fitted effect of over 40% in size
KB-3-1 cytotox = kills parental KB-3-1 adenocarcinoma cells; KB-3-1 viability, CellTiter-Glo ATP luminescence, 72 h; Potency, µM (titrated, usually from 46.1 µM), for the others: top-dose activity change, negative = cytotoxic, actives largely listed as cytotoxic; actives 1.4% (n = 400,000); AID 1347075; also: potency is read from the fitted curve at half-maximal effect; % is scaled to controls: 0 for no effect and ±100 for the full control effect; nearly all actives have a fitted effect of over 60% in size
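Here the drug-naive KB-3-1 line serves as comparator for MDR sub-line selectivity; cells received compound titrations, 72 h at 37 °C, then CellTiter-Glo readout.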
HepG2 tox = counter-screen for TGF-b inhibitors: cytotoxicity in HepG2 cells; AID 588856; Potency, µM (series often up to 46.1 µM), inactives show top-dose activity change, negative = cytotoxicity, actives largely listed as cytotoxic; HepG2 CAGA-GFP viability, ATP luminescence, 18 h; actives 0.76% (n = 410,000); also: potency is read from the fitted curve at half-maximal effect; some results filed as inactive show a strong effect at the top dose
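HepG2 CAGA-GFP cells (1000/well, DMEM with 1% FBS) received compound, then TGF-beta at 500 pg/mL final, and were incubated 18 hours at 37 degrees C. Viability was read by CellTiter-Glo luminescence. Media-only wells were set as complete cell-killing and DMSO as no toxicity.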
HT1080-NT tox = kills 2HG-producing HT-1080-NT fibrosarcoma cells. HT-1080-NT fibrosarcoma viability, CellTiter-Glo ATP luminescence, 48 h. Potency, µM (highest dose often 46.1 µM), inactives show at the highest dose activity, negative = less viability, usual class: cytotoxic. actives 1.6% (n = 360,000). AID 686970;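 also: NT is the 2HG producing partner of a matched IDH1 knockdown line; potency is read from the fitted curve at half-maximal effect; 0% = DMSO-treated cells and -100% = media-only wells without cells; nearly all actives have a fitted effect of over 55% in size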
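Compounds were tested in concentration-response format on HT-1080-NT cells for 48 hours at 37 degrees C. Cell viability came from CellTiter-Glo luminescence; curves were classified by r2, response magnitude and activity.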
* marks the source's active call; other numbers are inactive results; i = inactive; ? = inconclusive; / = not tested or not shown; [ ] = another dose, or the depositor's remark. Unless noted, calls follow the shape of the dose curve; as a rule, active = well fitted curve in the direction sought with a large enough effect; inconclusive = small, poorly fitted or top-dose-only effect, or another doubt; inactive = no such curve, though single readings can be large; an effect the other way counts as inactive or inconclusive.

no.	Compound	IL-1B inflam inh	SW480 rerep	HT1080 IDH1KD tx	ATXN2 expr inh	MCF10A rerep	ATXN viability	KB-3-1 cytotox	HepG2 tox	HT1080-NT tox
1	O=C(CCc1nnc(-c2ccccc2)o1)NCC1CCN(C2CCCC2)CC1	5	0%	2%	-5%	-2%	i	-8%	8%	2%
2	COc1ccc(OC)c(NC(=O)CN2CCC(C(=O)c3ccc(C)cc3)CC2)c1	-11	3%	?	0%	18µM*	i	?	-11%	-11%
3	c1ccc(Oc2cccc(CN3CCOCC3)c2)cc1	44	6%	8%	9%	-7%	i	-27%	-3%	-4%
4	CCOc1ccc(S(=O)(=O)Nc2ccc(S(=O)(=O)N3CCCC3)cc2)cc1	-4	8%	15%	6%	3%	i	28%	9%	-14%
5	Cc1cc(-c2nn(-c3ccccc3F)cc2CN2CCCC(C(N)=O)C2)c(C)s1 (stereo not given)	-6	-4%	24%	-2%	-13%	i	2%	-7%	12%
6	CC(Oc1cccc(Cl)c1)C(=O)N1CCN(c2ncccn2)CC1 (stereo not given)	29	-10%	15%	4%	-4%	i	9%	-17%	7%
7	Cc1ccc(C2=Nc3cccnc3C(c3ccccc3)=NN2)cc1	-14	-6%	-1%	35%	1%	/	1%	-1%	4%
8	O=C(Nc1ccon1)c1cc(-c2ccccc2)nc2ccccc12	-12	3%	0%	-17%	2%	i	-6%	1%	-8%
9	Cc1ccc(-n2nc(-c3ccccc3)cc2Nc2ccccc2N)cc1	-22	-3%	16%	-13%	4%	i	2%	-8%	16%
10	CCSc1ccc(-c2nn(-c3ccccc3)cc2/C=C(/C#N)C(=O)NC)cc1	27	?	-15%	-7%	?	/	10%	3%	-4%
11	COc1ccc(-c2coc3cc4oc(=O)c(CC(=O)O)c(C)c4cc23)cc1	0	-10%	0%	10%	-1%	i	-2%	7%	8%
12	Cc1ccccc1C(=O)N1CCN(c2ccc([N+](=O)[O-])c(N3CCOCC3)c2)CC1	-10	-6%	11%	-4%	?	?	-3%	-2%	-2%
13	O=C(CCCCCNC(=O)N1CCn2c1nc1ccccc12)NCc1ccccc1	11	-15%	0%	-12%	12%	i	-1%	-4%	3%
14	CCOC(=O)C1=NNC2C(=O)N(C3CCCCC3)C(=O)C12 (stereo not given)	-15	-7%	-6%	4%	1%	i	-1%	-10%	-15%
15	COc1ccc([N+](=O)[O-])cc1NC1CCN(C(=O)c2cccs2)CC1	-7	1%	-11%	-16%	5%	i	-3%	-1%	-10%
16	CCCCCn1c(=N)c(S(=O)(=O)c2ccc(Br)cc2)cc2c(=O)n3cccc(C)c3nc21	56	?	14%	1%	?	i	11%	-1%	8%
17	CC1CCCCC1Nc1nc2ccc(Cl)cc2n2cnnc12 (stereo not given)	0	?	?	-9%	?	?	-14%	-28%	?
18	O=C(Nc1c(C(=O)NCc2ccco2)cnn1-c1ccccc1)c1cccc(F)c1	26	-2%	3%	-6%	0%	i	1%	2%	-1%
19	CNC(=O)COC(=O)c1cc(SC)ccc1Cl	14	0%	9%	4%	-2%	i	-1%	-28%	13%
20	C/C(=N\NC(=O)c1cccc([N+](=O)[O-])c1)c1cccc(NC(=O)C2CC2)c1	2	9%	?	4%[11.3 µM]	-11%	i	2%	21%	?
21	CSc1oc(-c2ccc(F)cc2)nc1S(=O)(=O)c1ccc(F)cc1	6	-11%	-1%	-3%	-1%	i	19%	-32%	25%
22	Cc1cccc(-c2nc(C)cc(=O)[nH]2)c1	21	-46%[inhibitor]	-1%	0%	8%	i	26%	-20%	11%
23	CCN(CC)CC(=O)Nc1ccc([N+](=O)[O-])cc1	-13	2%	7%	-10%	9%	i	-3%	-9%	3%
24	COc1ccccc1N1CCN(C(=O)CCCN2C(=O)c3cccc4cccc(c34)C2=O)CC1	?	4%	-16%	-16%	?	?	-19%	-16%	-10%
25	NC(=Nc1ccc(Cl)cc1)c1ccccc1	-14	-4%	1%	6%	4%	i	-12%	-1%	5%
26	O=S(=O)(C(=CNc1ccccc1)S(=O)(=O)c1ccccc1)c1ccccc1	-6	0%	-5%	-8%	1%	i	0%	0%	-3%
27	COCCSc1ccccc1C(=O)NCC1CCCO1 (stereo not given)	31	-1%	15%[9.24 µM]	-25%	3%	i	10%	-20%	-10%
28	CCOc1ccc(N2C(=O)CC(/C=C3/N(C)c4ccccc4C3(C)C)C2=O)cc1 (stereo not given)	6	5%	-8%	1%	0%	i	3%	19%	-15%
29	O=C(Nc1ccc2c(c1)OCCO2)C(C1CC1)N1CCN(c2ccc(C(F)(F)F)cn2)CC1 (stereo not given)	-9	/	-29%	0%	/	?	0%	-22%	-27%
30	CN1C(=O)N(CC(=O)Nc2ccc(C(F)(F)F)cc2)C(=O)C12CCCCC2	1	0%	-1%	-5%	8%	?	15%	1%	-3%
31	COC(=O)C1CCN(C(=O)COC(=O)Cn2cnnn2)CC1	-3	0%	2%	2%	1%	i	2%	-46%	-4%
32	CC(=NO)C1CCC2C3CCC4=CC(=NO)CCC4(C)C3C(O)CC12C (stereo not given)	25	0%	-9%	-6%	19%	i	?	-37%	-4%
33	C[C@H]1CN([C@@H](C)CO)C(=O)CCCn2nncc2CO[C@H]1CN(C)S(=O)(=O)c1ccc(C#N)cc1	5	/	11%	-7%	/	i	-15%	9%	-2%
34	CCC(=O)N(c1nnc(SCC(=O)Nc2ccccc2Cl)s1)C1CC1	22	-12%	10%	10%	10%	i	17%	-13%	-4%[9.24 µM]
35	CC(C)N(Cc1nc(-c2ccccc2)no1)C(=O)c1ccc(Br)o1	-22	18%	-19%	-9%	29%	i	-10%	-26%	-29%
36	COc1ccc(-c2cc(C(F)(F)F)n3nc(C(=O)NCCN4CCOCC4)cc3n2)cc1	-18	-5%	-7%	3%	-7%	/	-3%	14%	1%
37	CC1CCCC(C)N1C(=O)COC(=O)CCC(=O)c1cccs1 (stereo not given)	23	-2%	-6%	-4%	0%	i	1%	0%	8%
38	O=C(C1=C[C@@H](c2ccc(Br)cc2)C[C@@H](OCc2ccc(CO)cc2)O1)N1CCOCC1	-10	25%	3%	-17%	18%	?	-3%	-13%	?
39	Cn1cc(Cl)c(C(=O)NNC(=S)NCc2ccco2)n1	-6	-57%[inhibitor]	8%	/	1%	i	5%	-77%	2%
40	CC1(C)Cc2c(C#N)c(N3CCN(C(=O)c4ccccc4)CC3)nc(-c3ccco3)c2CS1	-29	2%	-2%	-9%	13µM*	i	?	-5%	1%
41	Brc1ccccc1OCCCN1CCCC1	0	-1%	-2%	-9%	-1%	/	7%	7%	-20%
42	O=C(CNC(=O)c1ccco1)NCCCc1ccccc1	-18	-6%	-1%	-12%	-1%	i	-2%	-13%	0%
43	COc1ccc(-c2cc3nc(C)c(CCC(=O)NCc4ccccc4Cl)c(C)n3n2)c(OC)c1	/	/	/	7%	/	i	9%	-8%	/
44	O=C(O)c1ccccc1C(=O)NCC(O)COc1ccc(Cl)cc1 (stereo not given)	?	-3%	4%	29%	0%	i	6%	-1%	4%
45	NNc1ncnc2c1cnn2-c1ccccc1	43	?	?	-29%	?	i	?	-32%	?

Part of the list above in another layout.
36: COc1ccc(-c2cc(C(F)(F)F)n3nc(C(=O)NCCN4CCOCC4)cc3n2)cc1
42: O=C(CNC(=O)c1ccco1)NCCCc1ccccc1
Screen / compound no.,36,42
IL-1B inflam inh,-18,-18
SW480 rerep,-5%,-6%
HT1080 IDH1KD tx,-7%,-1%
ATXN2 expr inh,3%,-12%
MCF10A rerep,-7%,-1%
ATXN viability,/,i
KB-3-1 cytotox,-3%,-2%
HepG2 tox,14%,-13%
HT1080-NT tox,1%,0%

(list continues)
no.	Compound	IL-1B inflam inh	SW480 rerep	HT1080 IDH1KD tx	ATXN2 expr inh	MCF10A rerep	ATXN viability	KB-3-1 cytotox	HepG2 tox	HT1080-NT tox
46	C=CS(=O)c1sc(Cl)c(N2CCOCC2)c1[N+](=O)[O-] (stereo not given)	-104*	16%	?	?	-10%	/	?	-76%	?
47	CCOC(=O)c1cnc2c(C)cc(C)cc2c1Nc1ccc(S(=O)(=O)Nc2ncccn2)cc1	22	28%	2%	4%	4%	i	-20%	-14%	4%
48	CC(C)c1nc2sc3c(SCC(N)=O)ncnc3c2c2c1CCC2	-5	5%	13%	-27%	?	i	-3%	15%	25%
49	COc1ccc(S(=O)(=O)N2CCN(C(=O)c3cc4c(s3)CCCC4)CC2)cc1	-14	0%	-16%	/	?	/	?	0%	-13%
50	COc1cc(C)c(Cl)cc1S(=O)(=O)N(C)C	-3	-3%	8%	1%	-1%	i	1%	-8%	5%
51	CC1(C)CC(=O)C(C(=O)C2CCN(S(=O)(=O)c3ccccc3)CC2)C(=O)C1	1	6%	0%	-13%	0%	i	13%	-1%	-2%
52	Cc1ccccc1OCCn1cc(C(=S)N2CCN(C)CC2)c2ccccc21	?	-10%	-11%	26%	12%	i	-3%	-32%	-10%
53	COc1ccc(-c2nn(C)c(=O)c3ccccc23)cc1NC(=O)COc1ccccc1	-20	?	?	?	3%	?	0%	-29%	-29%
54	CC(=O)c1cc2cccc(OC3(C)CCN(Cc4ccc5ccccc5c4)C3)c2o1 (stereo not given)	-3	/	?	-16%	/	i	0%	-34%	-30%
55	CC(C)CN(CC(C)C)C(=O)Nc1ccc(F)cc1F	37	0%	9%	-10%	-4%	i	-3%	5%	9%

Source: PubChem
